Screening data from PubChem BioAssay.
BaF3 parental: counter-screen for JAK2V617F inhibitors: parental Ba/F3 viability inhibitors; hit rate 1.1% among 220,000; inhibition, % at 5.6 µM; CellTiter-Glo ATP luminescence;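 active means inhibition above a per-campaign cutoff, the mean inhibition of all tested compounds plus 3 SD, cut at about 27% in these data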;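 further: 0% = DMSO wells and 100% = JAK Inhibitor I control wells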
S1P4 antagonist: human S1P4 receptor antagonism; O95977; S1P4-expressing cells, antagonist mode, reporter read-out; inhibition, % at 4.98 µM; hit rate 0.26% among 220,000; in the data active means inhibition above about 29%;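 further: 0% = wells stimulated with agonist and 100% = vehicle wells without agonist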
Target sequence (O95977 whole entry, looked up): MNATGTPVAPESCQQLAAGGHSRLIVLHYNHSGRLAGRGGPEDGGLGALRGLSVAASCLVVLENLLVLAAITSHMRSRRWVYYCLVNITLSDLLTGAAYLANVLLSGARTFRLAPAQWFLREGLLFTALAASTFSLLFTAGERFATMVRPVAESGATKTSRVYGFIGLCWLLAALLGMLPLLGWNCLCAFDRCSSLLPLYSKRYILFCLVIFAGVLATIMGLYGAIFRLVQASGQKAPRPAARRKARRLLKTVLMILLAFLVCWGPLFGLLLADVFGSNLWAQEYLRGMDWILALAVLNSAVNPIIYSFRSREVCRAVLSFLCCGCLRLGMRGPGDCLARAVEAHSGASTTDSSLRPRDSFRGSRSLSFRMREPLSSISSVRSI
S1P4 agonist: activates the human S1P4 receptor | O95977 | S1P4-expressing cell line, agonist reporter assay | activation, % at 4.98 µM | hit rate 0.35% among 220,000; in the data active means activation above about 11%;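 further: 0% = DMSO vehicle and 100% = reference agonist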
NCF1 inh: blocks human p47phox regulatory protein of NADPH oxidases | P14598 | p47phox/p22phox peptide binding, fluorescence polarization, 2 h | inhibition, % at 24.7 µM | hit rate 0.53% among 220,000;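 active means inhibition above about 30%, limit read from the data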;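 further: 0% = p47phox with labelled peptide and 100% = labelled peptide alone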
Target sequence (P14598 whole entry, looked up): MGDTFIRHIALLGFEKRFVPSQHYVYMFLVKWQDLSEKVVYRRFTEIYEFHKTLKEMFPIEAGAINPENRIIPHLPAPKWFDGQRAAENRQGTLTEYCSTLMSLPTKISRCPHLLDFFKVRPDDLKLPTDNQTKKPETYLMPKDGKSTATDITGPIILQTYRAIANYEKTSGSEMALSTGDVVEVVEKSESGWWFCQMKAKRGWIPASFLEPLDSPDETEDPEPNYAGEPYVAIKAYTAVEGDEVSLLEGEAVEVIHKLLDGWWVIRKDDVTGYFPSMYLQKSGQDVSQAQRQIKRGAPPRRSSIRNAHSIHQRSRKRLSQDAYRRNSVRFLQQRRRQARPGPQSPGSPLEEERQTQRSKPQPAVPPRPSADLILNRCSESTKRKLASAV
NPY-Y2 PAM-ag: potentiates or activates human NPY-Y2 receptor. hit rate 0.45% among 220,000. activation, % at 3.6 µM. P49146. cells expressing NPY-Y2, potentiator/agonist read-out; in the data active means activation above about 27%;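 further: cells stimulated with NPY near EC25 plus isoproterenol at EC100; 0% = vehicle plus submaximal agonist and 100% = vehicle plus saturating agonist; some results beyond the cut were filed as inactive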
Ba/F3 V617F tox: reduce viability of Ba/F3 cells dependent on JAK2V617F; Ba/F3 EpoR-JAK2V617F viability, ATP luminescence; inhibition, % at 5.6 µM; hit rate 1.1% among 220,000; AID 1446;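 active means inhibition above the campaign mean plus 3 SD over all tested compounds, cut at about 24% in these data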;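 further: cytokine-independent growth of Ba/F3 cells driven by EpoR plus mutant JAK2; 0% = DMSO-treated cells and 100% = JAK inhibitor I control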
NPY-Y1 antag: blocks the human neuropeptide Y Y1 receptor; P25929; HEK293-CNG Y1 cells, membrane potential fluorescence; NPY at EC95, then isoproterenol; inhibition, % at 3.6 µM; hit rate 1% among 200,000; AID 1040;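 active means inhibition above the campaign mean inhibition of all tested compounds plus 3 SD, cut at about 20% in these data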;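 further: 0% = DMSO wells given NPY plus isoproterenol and 100% = isoproterenol alone without NPY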
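Benchmarks – high control isoproterenol alone, low control NPY with isoproterenol · Material – HEK293 Y1/CNG channel cell line · Times – dye 3 h, compound 60 min room temperature, stimulation 45 min · Probe or stimulus – NPY (25 nM), isoproterenol (1 µM), Ro 20-1724 (25 µM) · Evaluation – % inhibition of NPY effect · Signal – fluorescence, membrane potential probe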
CHOP inhibitor: blocks CHOP induction under ER stress | CHO-K1 CHOP-promoter luciferase, tunicamycin-induced, 15-18 h | hit rate 3.8% among 220,000 | inhibition, % at 10 µM;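 active means compounds that reduced the stress-induced luciferase reporter signal by more than about 70% of percent inhibition, limit read from the data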;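 further: 0% = tunicamycin plus vehicle and 100% = wells without tunicamycin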
NPY1 pot ag: potentiates or activates human NPY-Y1 receptor; P25929; NPY-Y1 expressing cells, potentiator/agonist activation; activation, % at 3.6 µM; hit rate 0.37% among 220,000; in the data active means activation above about 33%, passing the limit was not always enough;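 further: cells stimulated with NPY at EC10 then isoproterenol at EC100; 0% = low agonist plus stimulus and 100% = saturating agonist plus stimulus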
An asterisk follows results filed as active; x = no result given.

Value order: BaF3 parental, S1P4 antagonist, S1P4 agonist, NCF1 inh, NPY-Y2 PAM-ag, Ba/F3 V617F tox, NPY-Y1 antag, CHOP inhibitor, NPY1 pot ag
[1] C/C(=N\NS(=O)(=O)c1ccc([N+](=O)[O-])cc1)c1cccs1
    6, 12, -0.6, -8, -9, 0, 3, 9, -12
[2] O=C(Cn1cc([N+](=O)[O-])cn1)Nc1nccs1
    6, -6, 1.1, -6, 4, -1, 13, 6, -4
[3] CON(C)c1nc(OCCNC(=O)OCc2ccc(Cl)cc2Cl)nc(N(C)C)n1
    4, -7, 2.7, -6, -8, 4, 9, -14, 9
[4] Cc1ccc(S(=O)(=O)/N=S(/c2ccccc2)C(C)C)cc1 (centres undefined)
    -2, -18, 0.5, -13, 16, -3, x, 8, 8
[5] O=C(CSc1ncnc2c1oc1ccccc12)NCc1ccc(F)cc1
    6, -3, 0.4, -7, -18, -2, 7, 47, -5
[6] COc1cc(C(=O)Oc2cc(C)[nH]c(=O)c2[N+](=O)[O-])cc(OC)c1OC
    0, -16, 3.1, 4, 9, -3, -4, -7, 18
[7] CC(=O)c1ccc(N2CCN(c3ncc(C(F)(F)F)cc3Cl)CC2)cc1
    4, -10, 1.6, -35, 6, -4, 13, 79*, -31
[8] Cc1ccc(-c2nnc(Oc3ccc(NC(=O)c4ccccc4)cc3)c3ccccc23)cc1
    4, -19, 1.0, 43*, 4, 4, 0, 46, -3
[9] CCOC(=O)C1(C)NC(c2cccs2)C2C(=O)N(c3ccc(OC)cc3)C(=O)C21 (centres undefined)
    3, -15, 2.5, -9, -25, -4, 2, 1, 1
[10] CCCCNC(=O)c1ccc(NC(=O)C2CCCO2)cc1 (centres undefined)
    -5, 2, -1.4, -7, 21, -4, 4, 0, 6
[11] COc1cccc(C2C(C#N)=C(N)OC3=C2C(=O)CCC3)c1OC(=O)c1ccco1 (centres undefined)
    0, -12, -1.9, -6, -3, -2, 1, 18, 0
[12] CCOC(=O)C1=NNC(C(=O)c2ccc(Cl)cc2)C1c1ccccc1 (centres undefined)
    7, -6, 0.9, -14, -2, -1, 2, 34, 8
[13] CCOCCOC(=O)C1=C(C)N(C)C(=O)NC1c1cc(Cl)c(O)c(OCC)c1 (centres undefined)
    4, -14, 1.6, -18, -3, 0, 6, -12, -14
[14] COc1cc2c(cc1NC(=O)CSc1nnc(COc3ccc(Cl)cc3)n1C)oc1ccccc12
    2, 9, -1.1, -18, 1, -5, -1, 54, 12
[15] CCOC(=O)c1sc(NC(=O)Cn2nnc3sc4c(c3c2=O)CCCC4)nc1C
    8, 7, -0.3, -41, 1, 4, 8, -3, -6
[16] O=C(O)CNC(=O)CC1S/C(=N/N=C2\CSC(=O)N2)NC1=O (centres undefined)
    8, -1, 0.3, -4, -4, 4, 1, -2, -4
[17] O=C(CC1OC(=O)c2ccccc21)Nc1ccccc1N1CCOCC1 (centres undefined)
    -2, 1, 0.2, -10, 0, -2, 7, -29, -13
[18] O=S(=O)(c1ccc2ccccc2c1)N(CC1CO1)c1ccccc1 (centres undefined)
    6, -3, -2.0, 0, -11, 6, 0, 17, -4
[19] CC(C)C(=O)Nc1nnc(SCC(=O)NCc2cccs2)s1
    -1, 8, -0.2, -1, 3, -2, 6, 1, 2
[20] CCC1CCCCN1C(=O)c1cccc(S(=O)(=O)Nc2cc(C(F)(F)F)ccc2Cl)c1 (centres undefined)
    5, -12, 1.4, -19, 5, 3, 0, 33, 12
[21] CCCc1ccc(C(=O)NNC(=O)c2ccc(Br)cc2)cc1
    4, -15, 0.0, 17, -6, -1, 1, 99*, 2
[22] CC(=O)N1CCN=C1SCc1ccc(Br)cc1
    1, -9, 0.6, -6, 5, 0, 4, 21, 2
[23] COC(=O)c1sccc1-c1ccc(C(N)=O)o1
    6, -4, -0.8, -6, -3, 2, 2, 10, 1
[24] Cn1c(CSCc2ccc(F)cc2)nnc1SCC(=O)Nc1cccc(C(=O)O)c1
    1, -3, 0.7, -9, 5, -1, x, 13, 4
[25] CN(c1nc2nonc2nc1NC1CC1)C1CCOC1 (centres undefined)
    4, -5, 12*, -4, 8, -1, 2, 7, -16
[26] COc1ccc(-c2cnc(N)nc2-c2ccc(OCc3ccccc3)cc2O)cc1
    2, 2, 0.2, -13, -9, -1, x, 16, -1
[27] COC(=O)c1c(C(=O)OC)c2cc(C(=O)c3ccccc3)ccn2c1Cl
    5, -2, 1.5, -21, -5, -2, 2, -2, -20
[28] O=C(c1ccccc1NS(=O)(=O)c1ccc(Cl)cc1)N1CCc2ccccc21
    1, -13, 0.8, -2, -22, -5, 4, 1, -14
[29] CCOC(=O)C(=O)Nc1cccc(C(=O)OCC)c1
    6, -18, 0.8, 5, -9, 1, 5, -6, -6
[30] O=[N+]([O-])c1ccc(OCC(O)CN(CCO)CCO)cc1 (centres undefined)
    4, -10, -2.2, -4, 6, 0, 0, -24, 0
[31] C=CCOc1ccc2oc(=O)cc(C)c2c1
    3, -25, 0.9, 0, 5, 0, 5, -10, -4
[32] CCC(Sc1ccccn1)C(=O)Nc1nnc(C)s1 (centres undefined)
    0, -4, -0.2, 0, -13, 0, 5, 3, -1
[33] CCN(CC)C(=O)CSc1nc2ccc(NC(=O)CSc3nnc(COc4ccccc4C)n3C)cc2s1
    1, -30, 2.1, -28, 7, -4, 1, 56, 8
[34] Cc1ccc(S(=O)(=O)Cc2ccc(C(=O)N3CCN(c4ccccn4)CC3)o2)cc1
    9, -24, 1.0, -6, 3, -1, -2, 34, 4
[35] O=C(OC(C(=O)NC1CCCC1)c1ccc(F)cc1)c1ccno1 (centres undefined)
    7, -7, 0.1, -3, -7, -2, -6, 22, -6
[36] O=C(NCC(=O)N(c1ccc2c(c1)OCO2)C(C(=O)NC1CCCC1)c1ccncc1)c1ccco1 (centres undefined)
    3, -6, 3.5, -3, 6, 0, 6, -1, -9
[37] Cc1ccc(C)c(-n2[nH]c3c4c(ccc3c2=O)C(=O)c2ccccc2C4=O)c1
    14, -12, -0.7, -12, 4, 2, 0, 20, 10
[38] CCn1c2ccccc2c2cc(NS(=O)(=O)c3ccccc3C)ccc21
    4, -23, 0.2, -24, 0, 6, -1, 18, 11
[39] CCOCCCn1c(=S)[nH]c2cc(C(=O)NCCN(CC)CC)ccc2c1=O
    5, 4, 0.4, 1, -5, 0, 4, 37, 15
[40] CC1CCC2(CC1)NC(=O)N(CC(=O)c1cccn1C)C2=O (centres undefined)
    3, -14, -0.6, 0, 1, -2, 3, -4, 3
[41] O=C(CN1C(=O)COc2ccccc21)Nc1ccc(F)cc1
    10, -4, -2.4, -2, 7, -2, 6, -6, -6
[42] CC1CCCCC1NC(=O)COC(=O)c1ccccn1 (centres undefined)
    7, -3, 0.2, -13, -7, 0, 1, -2, 36
[43] Cc1ccc(Nc2nnns2)cc1
    5, 8, 0.6, -8, 2, 0, 4, 29, -1
[44] O=C(Nc1ccc(CN2CCOCC2)cc1)c1ccc(-c2ccc(Cl)cc2Cl)o1
    6, -6, 1.8, -50, -20, -2, 13, 49, -36
[45] CCOc1ccc(S(=O)(=O)NCc2ccccc2OC)cc1
    4, -12, -0.2, -1, 10, -3, -3, 5, 14
[46] O=C(Nc1ccc(F)cc1)NC1(C(=O)NCc2ccc3c(c2)OCO3)CCCCC1
    4, -7, -0.8, 0, -6, 0, -2, 8, -21
[47] Cc1noc(C)c1COc1ccc(C(=O)OCc2nnc(-c3ccc(Cl)cc3)o2)cc1
    9, 1, -0.4, -30, -21, 6, 5, 12, -18
[48] O=c1[nH]c(C(F)(F)F)nc2c1nnn2Cc1ccccc1F
    3, -9, 1.0, 5, -14, -3, 10, 19, -29
[49] Nc1ccc(N2CCN(CCCCN3C(=O)C4CCCN4C3=O)CC2)cc1 (centres undefined)
    8, 2, 0.3, 29, -5, 2, -3, 35, 13
[50] O=C(NC(=S)Nc1cccc(Cl)c1N1CCCC1)c1ccc(-c2cccc([N+](=O)[O-])c2)o1
    3, -18, -1.6, -32, -21, 0, -1, 11, 0
[51] Cc1nc2c3ccccc3n(CCN3CCCCC3)c2s1
    2, 13, -0.2, -16, -2, -1, 10, -5, -2
[52] O=C(/C=C1\C(=O)Nc2ccccc21)/C=C1\C(=O)Nc2ccccc21
    2, 46*, -0.8, 29, -3, 2, x, -78, 1
[53] COC(=O)CC1Sc2ccccc2NC1=O (centres undefined)
    1, -12, 0.3, 0, -8, -6, -4, 4, 17
[54] COc1ccc(Oc2cc(F)nc(N)n2)cc1
    2, -4, -0.8, -9, 2, -2, 3, 1, 5
[55] CCCCCC(=O)Nc1ccc(-c2csc(N)n2)cc1
    2, -17, 2.1, -6, 3, -1, 4, 3, -8
[56] Cc1ccc(Cl)cc1N1CCN(C(=O)Cn2ccc3ccccc3c2=O)CC1
    6, -14, 0.0, -16, -15, -2, 6, 66, -13
[57] C/C(=N\NC(=O)c1ccco1)c1ccc(NC(=O)c2ccccc2)cc1
    5, -11, 3.0, -19, 6, -1, -2, -41, 10
[58] Cc1cc(COc2ccccc2O)on1
    3, 1, 2.5, -2, 12, -2, 2, 15, -2

Random excerpt: 2 entries already listed.
Value order: BaF3 parental, S1P4 antagonist, S1P4 agonist, NCF1 inh, NPY-Y2 PAM-ag, Ba/F3 V617F tox, NPY-Y1 antag, CHOP inhibitor, NPY1 pot ag
[2] O=C(Cn1cc([N+](=O)[O-])cn1)Nc1nccs1
    6, -6, 1.1, -6, 4, -1, 13, 6, -4
[8] Cc1ccc(-c2nnc(Oc3ccc(NC(=O)c4ccccc4)cc3)c3ccccc23)cc1
    4, -19, 1.0, 43*, 4, 4, 0, 46, -3

Some of these compounds in order of molar mass, rising:
Value order: BaF3 parental, S1P4 antagonist, S1P4 agonist, NCF1 inh, NPY-Y2 PAM-ag, Ba/F3 V617F tox, NPY-Y1 antag, CHOP inhibitor, NPY1 pot ag
[43] Cc1ccc(Nc2nnns2)cc1
    5, 8, 0.6, -8, 2, 0, 4, 29, -1
[31] C=CCOc1ccc2oc(=O)cc(C)c2c1
    3, -25, 0.9, 0, 5, 0, 5, -10, -4
[54] COc1ccc(Oc2cc(F)nc(N)n2)cc1
    2, -4, -0.8, -9, 2, -2, 3, 1, 5
[53] COC(=O)CC1Sc2ccccc2NC1=O (centres undefined)
    1, -12, 0.3, 0, -8, -6, -4, 4, 17
[51] Cc1nc2c3ccccc3n(CCN3CCCCC3)c2s1
    2, 13, -0.2, -16, -2, -1, 10, -5, -2
[48] O=c1[nH]c(C(F)(F)F)nc2c1nnn2Cc1ccccc1F
    3, -9, 1.0, 5, -14, -3, 10, 19, -29
[45] CCOc1ccc(S(=O)(=O)NCc2ccccc2OC)cc1
    4, -12, -0.2, -1, 10, -3, -3, 5, 14
[35] O=C(OC(C(=O)NC1CCCC1)c1ccc(F)cc1)c1ccno1 (centres undefined)
    7, -7, 0.1, -3, -7, -2, -6, 22, -6
[56] Cc1ccc(Cl)cc1N1CCN(C(=O)Cn2ccc3ccccc3c2=O)CC1
    6, -14, 0.0, -16, -15, -2, 6, 66, -13
[46] O=C(Nc1ccc(F)cc1)NC1(C(=O)NCc2ccc3c(c2)OCO3)CCCCC1
    4, -7, -0.8, 0, -6, 0, -2, 8, -21
[50] O=C(NC(=S)Nc1cccc(Cl)c1N1CCCC1)c1ccc(-c2cccc([N+](=O)[O-])c2)o1
    3, -18, -1.6, -32, -21, 0, -1, 11, 0
[36] O=C(NCC(=O)N(c1ccc2c(c1)OCO2)C(C(=O)NC1CCCC1)c1ccncc1)c1ccco1 (centres undefined)
    3, -6, 3.5, -3, 6, 0, 6, -1, -9
[33] CCN(CC)C(=O)CSc1nc2ccc(NC(=O)CSc3nnc(COc4ccccc4C)n3C)cc2s1
    1, -30, 2.1, -28, 7, -4, 1, 56, 8
